Bioassay records: PubChem, several laboratories
Exocytosis inh: lytic granule exocytosis inhibition; TALL-104 LAMP-1 surface exposure, flow cytometry; cells stimulated with thapsigargin and PMA; inhibition, % at 10 µM; hit rate 0.66% among 360,000;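 active = inhibition above about 55%, limit read from the data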
H9c2 protect: protects H9c2 cardiomyocytes from peroxide injury; H2O2 injury protection, ATPLite, 2 h; protection from H2O2 cell death, % at 20 µM; hit rate 0.63% among 360,000;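 active = compounds giving at least 50% protection of heart cells from peroxide-induced death in the single-dose screen, raw or plate-pattern-corrected value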;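 also: 0% = DMSO wells with peroxide and 100% = DMSO wells without peroxide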
MC4R ag barr: agonists of human melanocortin 4 receptor (MC4R) beta-arrestin; P32245; AID 540308; hit rate 0.98% among 360,000; activation, % at 8.9 µM; U2OS MC4R beta-arrestin complementation, luminescence; percent of melanotan II response, DMSO zero;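 active = activation above a per-plate cutoff, the mean activation of sample wells on that plate plus 3 SD, cut at about 8% in these data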
MC4R antagonist: human MC4R antagonism in cAMP assay | MC4R-expressing cells, MTII-stimulated cAMP, LANCE TR-FRET | hit rate 0.48% among 360,000 | inhibition, % at 6.5 µM | P32245 | AID 540295;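 active = inhibition above its plate's cutoff, the mean of tested wells on that plate plus 3 SD, cut at about 29% in these data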;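 also: 0% = Melanotan II alone and 100% = Melanotan II plus saturating MCL0020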
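Material: human MC4R-expressing U2OS cells. Probe or stimulus: Melanotan II challenge. Dosing: 6.5 µM single dose. Times: 30-min compound, 1-h challenge, 1-h detection, room temperature. Technique: TR-FRET with Eu-cAMP and labeled anti-cAMP, 671 nm. Replication: singlicate.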
PDI inh: blocks human protein disulfide isomerase activity; inhibition, % at 10 µM; AID 588391; P07237; hit rate 0.052% among 350,000; PDI insulin aggregation turbidity, A650, 90 min;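 active = mean inhibition across replicates of 30% or more, whatever share of single replicates reach that level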;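 also: absorbance from insulin aggregation driven by PDI reduction with DTT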
Target sequence (P07237 whole entry, looked up): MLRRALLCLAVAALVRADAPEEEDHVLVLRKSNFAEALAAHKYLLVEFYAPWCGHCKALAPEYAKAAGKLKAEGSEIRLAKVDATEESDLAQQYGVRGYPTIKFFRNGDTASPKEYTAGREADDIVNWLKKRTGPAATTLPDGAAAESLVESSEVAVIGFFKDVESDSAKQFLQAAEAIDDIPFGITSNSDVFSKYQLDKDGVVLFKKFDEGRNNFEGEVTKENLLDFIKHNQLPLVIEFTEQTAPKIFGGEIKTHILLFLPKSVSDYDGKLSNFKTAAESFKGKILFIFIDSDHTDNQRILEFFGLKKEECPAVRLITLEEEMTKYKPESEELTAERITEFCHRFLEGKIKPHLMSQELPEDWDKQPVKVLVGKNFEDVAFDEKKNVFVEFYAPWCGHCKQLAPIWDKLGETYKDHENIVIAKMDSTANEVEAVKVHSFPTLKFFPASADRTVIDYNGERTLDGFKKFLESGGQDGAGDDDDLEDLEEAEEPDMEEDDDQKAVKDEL
Glyco luc inh: N-linked glycosylation inhibition; D54 ERlucT glycosylation luciferase reporter, 24 h; percent of 100 nM tunicamycin response; reporter increase, % at 12.5 µM; hit rate 0.23% among 360,000; AID 588692;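 active = mean luciferase reporter signal, scaled so untreated is 0 and the glycosylation-blocking control 100, at or above a set limit in every replicate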;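 also: luciferase carries N-glycosylation sites so blocking glycosylation raises the light; 0% = median of neutral control wells and 100% = median of 100 nM tunicamycin wells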
m5-HT2A agonist: activates the mouse 5-HT2A serotonin receptor; P35363; CHO-K1 mHTR2A beta-arrestin complementation, luminescence; percent of 30 µM serotonin response; activation, % at 7.6 µM; hit rate 0.66% among 360,000; AID 624169;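 active = activation above a run cutoff, the mean activation of all tested compounds plus 3 SD, cut at about 14% in these data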;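 also: 0% = plate median of compound wells and 100% = 30 µM serotonin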
Target sequence (P35363 whole entry, looked up): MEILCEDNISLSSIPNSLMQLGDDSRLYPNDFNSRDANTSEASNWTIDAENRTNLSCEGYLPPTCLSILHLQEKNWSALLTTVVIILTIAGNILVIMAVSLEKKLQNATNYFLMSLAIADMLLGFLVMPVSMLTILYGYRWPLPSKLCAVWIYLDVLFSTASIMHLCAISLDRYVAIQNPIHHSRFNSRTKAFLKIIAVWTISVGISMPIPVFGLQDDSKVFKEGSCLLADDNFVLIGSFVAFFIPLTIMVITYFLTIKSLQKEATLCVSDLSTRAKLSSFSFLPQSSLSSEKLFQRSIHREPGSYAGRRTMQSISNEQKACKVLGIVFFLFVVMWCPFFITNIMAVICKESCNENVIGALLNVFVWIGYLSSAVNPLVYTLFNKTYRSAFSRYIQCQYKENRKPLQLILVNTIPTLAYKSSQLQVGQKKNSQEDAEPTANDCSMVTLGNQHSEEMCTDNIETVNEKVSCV
ABCB6 inh MLPCN: human ABCB6 transporter inhibition | hit rate 0.19% among 360,000 | Q9NP58 | K562-ABCB6 porphyrin accumulation, flow cytometry, 1 h; hits give low values | fluorescence ratio to DMSO, % at 10 µM;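 active = fluorescence ratio to DMSO below 75%, the collection mean minus 3 SD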;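 also: signal is porphyrin accumulated inside mitochondria; 100% equals median channel fluorescence of DMSO control wells; lower ratio means ABCB6 inhibition with less porphyrin fluorescence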
CaV13 ICDI inh: Primary screen for inhibitors of IQ motif and Ca2+-dependent inactivation inhibitor domain binding in CACNA1D, Förster resonance energy transfer in living cells, …; HEK cells, CFP/YFP FRET ICDI-IQ, plate reader, 10 min; percent FRET-ratio fall versus neutral wells; inhibition, % at 12.3 µM; hit rate 0.098% among 340,000;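 active = mean replicate inhibition of at least 30% and at least 1% of replicates passing that level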;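 also: 0% = median of the neutral control wells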
ABHD5-PLIN5 inh: ABHD5-PLIN5 protein interaction inhibition; Split G. princeps luciferase complementation, luminescence, 4 h; inhibition, % at 4 µM; hit rate 0.78% among 360,000; AID 602281;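 active = inhibition above the mean inhibition across every tested compound plus 3 SD, cut at about 22% in these data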;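 also: 0% = DMSO only wells and the 100% control is not disclosed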
An asterisk follows results filed as active; nt = no result given.

SMILES | Exocytosis inh | H9c2 protect | MC4R ag barr | MC4R antagonist | PDI inh | Glyco luc inh | m5-HT2A agonist | ABCB6 inh MLPCN | CaV13 ICDI inh | ABHD5-PLIN5 inh
CC1CCCN(C(=O)c2ccccc2OC2CCN(S(C)(=O)=O)CC2)C1 (stereo unspecified) | 0 | -2 | -0.3 | 6 | 1 | 0 | 2 | 104 | -4 | 5
Cc1ccc(N/C(N)=N/c2nc(CSc3nnc(C)s3)cc(=O)[nH]2)c(C)c1 | 0 | 8 | -3.9 | -21 | 4 | 18 | -8 | 96 | -6 | -8
Nc1nnn(CC(=O)N/N=C/c2ccccc2Cl)n1 | -2 | -3 | 0.1 | 6 | 0 | 2 | 7 | 97 | -2 | 3
COCCN(C(=O)Cc1ccc(OC)c(OC)c1)c1nc(-c2cc(OC)ccc2OC)cs1 | 23 | -2 | 0.9 | 28 | -3 | -2 | 6 | 96 | -4 | -10
FC(F)(F)c1ccccc1-n1c(-c2cnccn2)n[nH]c1=S | 0 | 4 | 0.4 | 1 | 2 | 0 | -2 | 98 | -21 | -9
COCCNC(=O)c1snc2ccc(Cl)cc12 | -1 | 4 | -1.1 | 14 | 0 | -2 | 3 | 98 | -9 | -2
CCCc1[nH]nc2c1C(c1cccnc1)C(C#N)=C(N)O2 (stereo unspecified) | -4 | 16 | -0.5 | 3 | 14 | -1 | -2 | 98 | nt | -3
CCCC(=O)Nc1c2c(nn1-c1ccc(OC)cc1)CS(=O)(=O)C2 | 0 | 5 | -1.9 | 8 | -5 | 1 | 6 | 92 | nt | 5
Cc1ccc(S(=O)(=O)N2CCN(CC(=O)NC(C)c3ccccc3)CC2)cc1 (stereo unspecified) | -2 | -2 | -1.3 | 1 | 4 | 1 | -5 | 88 | -6 | -2
COc1ccc(-c2cc(C(=O)Nc3ccc(NC(C)=O)cc3)[nH]n2)c(C)c1 | -3 | -4 | -0.5 | -3 | -1 | -3 | 21* | 95 | -5 | 6
CC(=O)Nc1ccc(NCN2C(=O)[C@@H]3[C@H]4CC[C@H](C4)[C@@H]3C2=O)cc1 | 1 | 0 | -0.1 | 6 | 11 | 1 | 1 | 94 | -5 | 5
CCNc1nc(N)nc(-c2cc(Cl)ccc2OC)n1 | 1 | 2 | -2.4 | -4 | 6 | -2 | -11 | 91 | nt | 10
COc1cc(NC(=O)C2CC(=O)NC3=C2C(=O)CC(C)(C)C3)c(OC)cc1Cl (stereo unspecified) | 2 | 8 | -1.2 | -2 | 6 | 10 | -1 | 97 | -9 | -1
CCC(C)NC(=O)CN1C(=O)COc2ccc(S(=O)(=O)N3CCOCC3)cc21 (stereo unspecified) | -1 | -7 | -3.1 | -3 | -8 | 2 | -1 | 97 | -5 | 1
O=C(CN1CCC(c2nc3ccccc3[nH]2)CC1)NCc1ccc2c(c1)OCO2 | -1 | 1 | -2.7 | -1 | -3 | 0 | 1 | 100 | -6 | 7
CCOC(=O)N1CCN(C(=O)c2cccc(S(=O)(=O)Nc3ccc(Br)cc3)c2)CC1 | -5 | -3 | 1.1 | 16 | -3 | 2 | -4 | 96 | -6 | -11
Cc1cc(C)n(-c2ccc(C(=O)OCC(=O)Nc3ccccc3[N+](=O)[O-])cc2)n1 | 1 | 7 | 3.1 | -3 | -15 | 3 | 0 | 100 | -5 | 1
CCOc1ccccc1C=NNC(=O)C1CC1 | -1 | 2 | -0.1 | 4 | 3 | 2 | -3 | 105 | -5 | -8
CCn1c(SCC(=O)Nc2ccc(F)cc2)nc2ccccc2c1=O | -9 | 4 | 0.7 | 16 | 11 | -3 | 3 | 98 | -18 | -2
C=CCNC(=S)Nc1cccc2ccccc12 | 4 | 6 | -1.9 | -2 | 15 | 0 | 12 | 97 | nt | 6

2 of these compounds, reformatted:
SMILES,Exocytosis inh,H9c2 protect,MC4R ag barr,MC4R antagonist,PDI inh,Glyco luc inh,m5-HT2A agonist,ABCB6 inh MLPCN,CaV13 ICDI inh,ABHD5-PLIN5 inh
CCNc1nc(N)nc(-c2cc(Cl)ccc2OC)n1,1,2,-2.4,-4,6,-2,-11,91,nt,10
COc1ccc(-c2cc(C(=O)Nc3ccc(NC(C)=O)cc3)[nH]n2)c(C)c1,-3,-4,-0.5,-3,-1,-3,21*,95,-5,6

Further compounds:
SMILES | Exocytosis inh | H9c2 protect | MC4R ag barr | MC4R antagonist | PDI inh | Glyco luc inh | m5-HT2A agonist | ABCB6 inh MLPCN | CaV13 ICDI inh | ABHD5-PLIN5 inh
O=C1NC(=O)C2(N1)c1ccccc1-c1ccccc12 | 4 | 6 | -1.6 | -1 | -7 | 2 | 5 | 97 | -7 | -2
Cc1c(Br)ccc(NC(=O)Cn2nc(-c3cccs3)ccc2=O)c1C | -18 | -1 | 0.6 | 7 | -1 | 0 | 1 | 102 | -7 | -4
O=C(COc1ccccc1F)NCC(c1ccc(F)cc1)N1CCOCC1 (stereo unspecified) | 0 | -5 | -0.7 | 1 | 6 | -1 | -1 | 96 | -5 | 4
CCOc1ccc2nc(N(CCCN(C)C)C(=O)c3ccc(S(=O)(=O)N4CCc5ccccc5C4)cc3)sc2c1 | 68* | -9 | 3.6 | 4 | -2 | -5 | -8 | 103 | nt | 14
COC(=O)c1cc(C(=O)OC)cc(N2C(=O)CN=C2Nc2nc(C)cc(C)n2)c1 | -3 | 8 | 3.6 | -1 | 3 | 1 | 0 | 84 | nt | 7
O=c1[nH]sc2ccccc12 | 46 | -39 | -2.6 | -2 | -5 | 6 | 5 | 97 | 9 | 65*
CC1CCN(c2ccc3nnc(CCC(=O)Nc4ccc(F)c(F)c4)n3n2)CC1 | 8 | -2 | 6.6 | -7 | 7 | 0 | 3 | 102 | -2 | -2
O=C(NC(Cc1ccccc1)C(=O)N1CCN(c2ccccn2)CC1)c1ccco1 (stereo unspecified) | -2 | 4 | 0.0 | 10 | -1 | 1 | -1 | 98 | -4 | 9
COc1ccc(NC(=O)CSc2ncccn2)cc1S(=O)(=O)N1CCCCC1 | -1 | 2 | 0.3 | 3 | 17 | -1 | 3 | 97 | -16 | 1
Cc1ccc(S(=O)(=O)N2CC(O)CC2C(=O)O)cc1 (stereo unspecified) | -8 | 5 | 0.2 | 5 | 1 | 2 | 7 | 97 | -5 | 0
COc1ccc2c(CC(=O)N[C@@H](Cc3ccccc3)C(=O)O)cc(=O)oc2c1 | -3 | -2 | -0.3 | 4 | -9 | 3 | 2 | 101 | -20 | 3
C=CCSC(=S)NC1CCS(=O)(=O)C1 (stereo unspecified) | -2 | -13 | -1.9 | -2 | -3 | 10 | 1 | 91 | -6 | -13
COc1ccc2c(c1)nc(SCC(O)c1ccccc1)n2C (stereo unspecified) | -8 | 4 | 1.9 | 22 | -4 | -1 | 2 | 97 | -2 | -5
C=CCNC(=S)N1CCN(c2cccc(C(F)(F)F)c2)CC1 | -2 | 2 | -1.9 | 14 | 6 | -1 | -3 | 100 | -2 | 1
Clc1ccccc1OCc1nnc2n1CCCCC2 | 4 | -6 | -1.4 | 9 | -1 | -3 | 3 | 96 | -2 | -2
CCC(C(=O)NCCCN1CC(C)CC(C)C1)n1nc(C)c2sc3ccccc3c2c1=O (stereo unspecified) | -4 | 4 | -4.6 | 4 | 1 | 1 | -1 | 96 | -2 | -4
COc1ccc2oc(C(=O)OCC(=O)N3CC(C)CC(C)C3)c(C)c2c1 (stereo unspecified) | 8 | 0 | -1.5 | 1 | -4 | 0 | -2 | 104 | -7 | -8
COC(=O)c1cnn(-c2nc(OC)cc(OC)n2)c1C | -1 | -6 | 0.3 | 10 | -5 | 4 | -2 | 103 | -2 | -7
Cc1ccc(S(=O)(=O)N2[C@@H](c3cccc(C)c3)C(C(=O)O)=C[C@H]2C(C)(C)C)cc1 | 0 | 11 | 0.7 | -6 | -1 | -2 | 4 | 97 | -6 | 1
CCOC(=O)[C@H]1[C@H]2COc3ccc(Br)cc3[C@@H]2N2C(=O)CN(Cc3ccco3)C(=O)[C@@]12C | -5 | 1 | 0.8 | 4 | 14 | -3 | 4 | 96 | -6 | 15
CC(=O)NC(NC(C)=O)c1ccc(Br)cc1 | -5 | -4 | 0.6 | 0 | -1 | 2 | 0 | 98 | -9 | 4
COc1ccc(/C=N/NC(=O)CNC(=O)/C=C/c2ccccc2OC)cc1 | -19 | 3 | -2.0 | 1 | 11 | 3 | -7 | 102 | -6 | 1
C=C[C@@H]1c2cccc(C)c2N(S(=O)(=O)c2ccc(C)cc2)[C@H](c2ccccc2)C1(C#N)S(=O)(=O)c1ccccc1 (stereo partly specified) | 17 | -9 | 0.6 | 3 | 9 | -6 | -1 | 96 | -4 | 5
COc1ccc(CCNC(=O)C/C(C)=N/NC(=O)C(c2ccccc2)c2ccccc2)cc1OC | 0 | 0 | 0.9 | 3 | -4 | -3 | 4 | 100 | -4 | -3
COCCN(CCOC)Cc1cc(=O)oc2cc(C)c(Cl)cc12 | 4 | 2 | nt | nt | nt | 1 | 3 | 100 | -3 | -4
Cc1ccccc1NC(=O)COC(=O)c1ccc(S(C)(=O)=O)c([N+](=O)[O-])c1 | 6 | -26 | -1.9 | 47* | 5 | -4 | 5 | 107 | -19 | 10
CN1CCN(NC(=O)c2ccc(Cl)c(S(=O)(=O)Nc3ccc(Cl)cc3)c2)CC1 | 6 | 5 | -0.1 | -1 | 8 | 1 | -2 | 93 | -2 | 4
Nc1c(C(=O)N2CCCCC2)sc2nc3c(cc12)CCCC3 | 2 | 5 | -1.3 | 1 | 14 | -2 | -5 | 102 | -2 | -6
COc1ccc(/C=C/C(=O)OCC(=O)NC2CCCCCC2)cc1 | -1 | -2 | -1.2 | 4 | 0 | 1 | -2 | 97 | -14 | -5
COC(=O)[C@H](Cc1c[nH]c2ccccc12)NC(=O)Nc1ccccc1OC | 2 | 0 | 2.2 | 8 | 13 | 0 | 1 | 110 | 11 | -3
CCC1COCCS(=O)(=O)N1Cc1cccc(C(F)(F)F)c1 (stereo unspecified) | 4 | 0 | 1.1 | 3 | -10 | 2 | 0 | 99 | -5 | -7
CC(=O)Nc1cc2c(cc1NC(=O)Cn1nc(-c3ccccc3)ccc1=O)OCCO2 | -8 | 3 | -0.8 | 14 | -15 | 2 | -2 | 96 | -4 | -7
CCC(=O)N1CCN(c2ccccc2NC(=O)c2ccc(-c3cccc([N+](=O)[O-])c3)o2)CC1 | 2 | 107* | 6.4 | 20 | -3 | 12 | -1 | 97 | -19 | 0
Cc1ccc(C)c(OCC(O)CNC2CCCC2)c1 (stereo unspecified) | 2 | -4 | 1.2 | -5 | 2 | -2 | -8 | 96 | -20 | 0
COC(=O)Oc1c(Br)c(=O)oc2ccccc12 | 3 | 4 | -1.1 | 4 | 0 | 2 | 1 | 100 | nt | -1
COc1ccc(C(=O)COC(=O)C(C)N2C(=O)C3C4CCC(C4)C3C2=O)cc1 (stereo unspecified) | -6 | 0 | -1.4 | -5 | 3 | -1 | -6 | 89 | -7 | -5
C=CC[C@H]1CC(C)=C[C@H](CC=C)N1 | -1 | 2 | 1.1 | 0 | -1 | 0 | 3 | 95 | -5 | -1
